Assay outcomes deposited in PubChem by several laboratories.
STK33 inh = inhibitors of purified STK33 kinase, primary screen, biochemical, ADP-Glo luminescence, homogeneous, cell-free; 320,000 compounds, 0.073% hits; MBP phosphorylation; Serine/threonine-protein kinase 33 (Homo sapiens), Q9BYT3; inhibition, % at 10 µM; AID 2661, 2010;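 active means inhibition at or above 25%, using the most active replicate where run in duplicate; inactive means inhibition below 25%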
Target sequence (Q9BYT3 whole entry, looked up): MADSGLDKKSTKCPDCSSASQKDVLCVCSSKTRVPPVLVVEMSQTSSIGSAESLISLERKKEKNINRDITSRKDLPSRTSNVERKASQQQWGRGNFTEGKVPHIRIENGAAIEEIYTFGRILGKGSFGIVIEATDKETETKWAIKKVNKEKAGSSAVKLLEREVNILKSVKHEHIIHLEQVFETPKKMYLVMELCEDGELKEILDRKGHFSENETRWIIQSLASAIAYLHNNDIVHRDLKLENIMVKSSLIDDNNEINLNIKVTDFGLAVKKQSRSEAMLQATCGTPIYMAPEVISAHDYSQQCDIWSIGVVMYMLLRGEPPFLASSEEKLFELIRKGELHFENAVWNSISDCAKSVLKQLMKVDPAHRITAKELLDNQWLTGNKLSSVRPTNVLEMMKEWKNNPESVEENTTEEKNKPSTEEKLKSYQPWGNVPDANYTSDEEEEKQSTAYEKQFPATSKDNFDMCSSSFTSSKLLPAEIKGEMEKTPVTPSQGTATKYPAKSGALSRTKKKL
OX1R antag = antagonists of human orexin 1 receptor (OX1R). Orexin/Hypocretin receptor type 1 (Homo sapiens), O43613. OX1R-expressing cells, FRET antagonist read-out. inhibition, % at 6.6 µM. 330,000 compounds, 1.8% hits. AID 485270, 2010; in the data active means inhibition mostly above about 38%, no sharp cut-off; inactive means mostly below about 40%;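 further: 0% = agonist challenge alone and 100% = reference antagonist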
Target sequence (O43613 whole entry, looked up): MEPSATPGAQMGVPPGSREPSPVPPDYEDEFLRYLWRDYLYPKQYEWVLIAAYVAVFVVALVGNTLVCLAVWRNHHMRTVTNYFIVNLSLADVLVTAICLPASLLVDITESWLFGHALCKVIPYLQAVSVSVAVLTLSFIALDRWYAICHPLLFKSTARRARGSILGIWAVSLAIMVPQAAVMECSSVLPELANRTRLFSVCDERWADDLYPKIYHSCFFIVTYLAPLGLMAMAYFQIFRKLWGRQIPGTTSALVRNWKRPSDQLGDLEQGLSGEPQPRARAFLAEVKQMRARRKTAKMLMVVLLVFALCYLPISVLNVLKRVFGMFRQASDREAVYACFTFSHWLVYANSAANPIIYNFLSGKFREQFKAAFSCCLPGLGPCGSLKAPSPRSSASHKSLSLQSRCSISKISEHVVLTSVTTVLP
KCNQ2 inh = KCNQ2 potassium channel inhibitors, primary screen, cell-based, CHO-K1, FluxOR thallium flux, B-score (AID 2156); Potassium voltage-gated channel subfamily KQT member 2 (Rattus norvegicus), O88943; 20 min; hits give low values; B-score at 10 µM; 310,000 compounds, 1.1% hits;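 active means fluorescence ratio B-score at most minus 3 library SDs, with starting brightness B-score within 2 library SDs, cut at about -5.5 in these data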
Numbers without * were called inactive.

For O=C(CNC(=O)c1ccc(Br)cc1)c1ccccc1 the results were STK33 inh -3.3, OX1R antag 6 and KCNQ2 inh inactive.
Screening COc1ccc(CCNC(=O)c2ccccc2C(=O)NCCc2ccc(OC)cc2)cc1 returned STK33 inh -2.0, OX1R antag 14 and KCNQ2 inh inactive.
Screening O=C(NCc1ccccc1)N1CCN(c2ccc(F)cc2)CC1 returned STK33 inh -0.7, OX1R antag 18 and KCNQ2 inh inactive.
`O=C(c1cc2ncc(Br)cn2n1)N1CCOCC1` gave STK33 inh -0.8, OX1R antag 5 and KCNQ2 inh inactive.
O=S(=O)(c1ccccc1)c1nc(NCc2ccccc2)sc1Cl was read as STK33 inh -0.4, OX1R antag 22 and KCNQ2 inh inactive.
Screening Cc1ccc(S(=O)(=O)CCc2nnc(NC(=O)CCl)s2)cc1C returned STK33 inh 0.1, OX1R antag 5 and KCNQ2 inh inactive.
CCSc1nc(=S)cc(C)[nH]1 was read as STK33 inh 3.0, OX1R antag -10 and KCNQ2 inh inactive.
Screening O=c1[nH]c2ccccc2n1C1=CCCC1 returned STK33 inh -0.5, OX1R antag 18 and KCNQ2 inh inactive.
For O=C(COc1coc(CN2CCc3ccccc3C2)cc1=O)Nc1ccc(F)cc1 the results were STK33 inh 1.2, OX1R antag 18 and KCNQ2 inh inactive.
C[C@H]1CN([C@@H](C)CO)C(=O)c2cccc(NC(=O)Nc3ccc(C(F)(F)F)cc3)c2O[C@@H]1CN(C)C(=O)Nc1ccc(F)cc1 was read as STK33 inh -0.6 and OX1R antag 5.
Screening O=C(CSc1ccc(-c2cccnc2)nn1)Nc1ccccc1F returned STK33 inh -0.9, OX1R antag 10 and KCNQ2 inh inactive.
CCNc1nc2c(c(=O)[nH]c(=O)n2C)n1CC(C)C was read as STK33 inh -0.7, OX1R antag 3 and KCNQ2 inh inactive.
`COc1ccc(Cl)cc1NC(=O)C1CC(=O)N(C2CCCCC2)C1` (stereo not drawn) gave STK33 inh -1.2, OX1R antag 3 and KCNQ2 inh inactive.
For Cc1cc(Cl)c2ccc3ccccc3c2n1 the results were STK33 inh -2.1, OX1R antag 8 and KCNQ2 inh inactive.
For CC1(C)N=C(N)NC(Nc2ccccc2)=N1 the results were STK33 inh -2.8, OX1R antag 6 and KCNQ2 inh inactive.
Screening Cc1ccc(/C(CSc2nccn2-c2ncc(C(F)(F)F)cc2Cl)=N\O)cc1 returned STK33 inh 0.0, OX1R antag 19 and KCNQ2 inh inactive.
`O=C(O)C1CCCCC1C(=O)NCc1ccccc1` (stereo not drawn) gave STK33 inh -0.2, OX1R antag 5 and KCNQ2 inh inactive.
For N#CCCN1CCN(S(=O)(=O)c2ccc(S(=O)(=O)NCc3ccccc3)cc2)CC1 the results were STK33 inh 2.6, OX1R antag 8 and KCNQ2 inh inactive.
`O=C(NCC(=O)N1CCOCC1)c1ccc(Cl)cc1` gave STK33 inh -0.3, OX1R antag 3 and KCNQ2 inh inactive.
Screening Cc1ccc(NS(=O)(=O)c2ccc(C(=O)N3CCC3)cc2)cc1 returned STK33 inh -1.7, OX1R antag 15 and KCNQ2 inh inactive.

Arranged by count of non-hydrogen atoms (low to high): 11 of the compounds above.
CCSc1nc(=S)cc(C)[nH]1 was read as STK33 inh 3.0, OX1R antag -10 and KCNQ2 inh inactive.
Screening O=c1[nH]c2ccccc2n1C1=CCCC1 returned STK33 inh -0.5, OX1R antag 18 and KCNQ2 inh inactive.
For Cc1cc(Cl)c2ccc3ccccc3c2n1 the results were STK33 inh -2.1, OX1R antag 8 and KCNQ2 inh inactive.
`O=C(c1cc2ncc(Br)cn2n1)N1CCOCC1` gave STK33 inh -0.8, OX1R antag 5 and KCNQ2 inh inactive.
`O=C(NCC(=O)N1CCOCC1)c1ccc(Cl)cc1` gave STK33 inh -0.3, OX1R antag 3 and KCNQ2 inh inactive.
O=S(=O)(c1ccccc1)c1nc(NCc2ccccc2)sc1Cl was read as STK33 inh -0.4, OX1R antag 22 and KCNQ2 inh inactive.
`COc1ccc(Cl)cc1NC(=O)C1CC(=O)N(C2CCCCC2)C1` (stereo not drawn) gave STK33 inh -1.2, OX1R antag 3 and KCNQ2 inh inactive.
Screening Cc1ccc(/C(CSc2nccn2-c2ncc(C(F)(F)F)cc2Cl)=N\O)cc1 returned STK33 inh 0.0, OX1R antag 19 and KCNQ2 inh inactive.
For O=C(COc1coc(CN2CCc3ccccc3C2)cc1=O)Nc1ccc(F)cc1 the results were STK33 inh 1.2, OX1R antag 18 and KCNQ2 inh inactive.
Screening COc1ccc(CCNC(=O)c2ccccc2C(=O)NCCc2ccc(OC)cc2)cc1 returned STK33 inh -2.0, OX1R antag 14 and KCNQ2 inh inactive.
C[C@H]1CN([C@@H](C)CO)C(=O)c2cccc(NC(=O)Nc3ccc(C(F)(F)F)cc3)c2O[C@@H]1CN(C)C(=O)Nc1ccc(F)cc1 was read as STK33 inh -0.6 and OX1R antag 5.

(listing goes on)
`COc1ccc(N2CCN(C(=O)CSc3nc4ccccc4c(=O)[nH]3)CC2)cc1` gave STK33 inh -1.0, OX1R antag 31 and KCNQ2 inh inactive.
Screening C[C@H](CO)N1C[C@H](C)[C@@H](CN(C)S(=O)(=O)c2ccc(F)cc2)Oc2c(NC(=O)Nc3ccccc3)cccc2C1=O returned STK33 inh 0.0 and OX1R antag 4.
CCN(CCCNC(=O)CN1C(=O)COc2ccccc21)c1ccccc1 was read as STK33 inh -0.1 and OX1R antag 12.
`Cc1cccc(NC(=O)NC2CCCCCCC2)c1C` gave STK33 inh 0.2 and KCNQ2 inh inactive.
Screening COc1ccc(CC(=O)N(C)CC(=O)Nc2ccc(F)cc2)cc1S(=O)(=O)N1CCOCC1 returned STK33 inh -0.1 and OX1R antag 7.
C=CCn1c(N2CCN(c3ccc(OC)cc3)CC2)nc2c1c(=O)n(C)c(=O)n2C was read as STK33 inh -2.4, OX1R antag 14 and KCNQ2 inh inactive.
Screening CN(C)c1ccc(C=C2C(=O)OC(C)(C(C)(C)C)OC2=O)cc1 (stereo not drawn) returned STK33 inh -2.1, OX1R antag 11 and KCNQ2 inh inactive.
Screening CC(=O)Nc1cc2c(cc1NC(=O)Cn1nc(-c3ccccc3F)ccc1=O)OCCO2 returned STK33 inh -0.6, OX1R antag 1 and KCNQ2 inh inactive.
Screening C[C@H](CO)N1C[C@H](C)[C@@H](CN(C)S(=O)(=O)c2cccs2)Oc2c(NS(=O)(=O)c3ccc(F)cc3)cccc2C1=O returned STK33 inh -0.6 and OX1R antag 1.
For COc1ccc(-c2nn(CC(=O)N3CCCCC3)c(=O)c3ccccc23)cc1 the results were STK33 inh 2.1, OX1R antag 3 and KCNQ2 inh inactive.
Screening CC(=O)Nc1ccc(-c2nn[nH]n2)cc1Cl returned STK33 inh -0.5, OX1R antag 10 and KCNQ2 inh inactive.
O=C(NNC(=O)c1ccc(NC(=O)c2ccccc2)cc1)c1ccc(F)cc1 was read as STK33 inh -0.2, OX1R antag 16 and KCNQ2 inh inactive.
For Cc1ccccc1OC(C)C(=O)Nc1cccnc1 (stereo not drawn) the results were STK33 inh 0.0, OX1R antag 1 and KCNQ2 inh inactive.
`CO/N=C/c1cn(-c2ccc(Cl)cc2)nn1` gave STK33 inh -1.0, OX1R antag 15 and KCNQ2 inh inactive.
Screening CNC(=O)c1[nH]cnc1C(=O)NCC(=O)OCc1ccccc1 returned STK33 inh -0.7, OX1R antag 21 and KCNQ2 inh inactive.
For CC(C)OC(=O)CC12CN(C)CC(CC(=O)OC(C)C)(CN(C)C1)C2=O the results were STK33 inh -0.2, OX1R antag 15 and KCNQ2 inh inactive.
`Cc1ccccc1NC(=O)CN(C)S(=O)(=O)c1cccs1` gave STK33 inh 0.1, OX1R antag 8 and KCNQ2 inh inactive.
For COc1cc(C=O)c(Br)cc1OCC(=O)NCc1ccccc1 the results were STK33 inh 0.2, OX1R antag 19 and KCNQ2 inh inactive.
`O=C(/C=C/c1ccco1)N/C(=C\c1ccco1)C(=O)NCCc1nc2ccccc2[nH]1` gave STK33 inh 1.0, OX1R antag 18 and KCNQ2 inh inactive.
`COc1cc(/C=N/N=C2/C(=O)Nc3ccccc32)ccc1O` gave STK33 inh 38*, OX1R antag 14 and KCNQ2 inh inactive.
`CC1CC(C)CN(C(=O)c2ccc(Br)c(S(=O)(=O)N3CCOCC3)c2)C1` (stereo not drawn) gave STK33 inh -0.2 and OX1R antag 4.
`CCOC(=O)C1(CCCCCCOc2ccc(Cl)cc2)CO1` (stereo not drawn) gave STK33 inh -0.1, OX1R antag 10 and KCNQ2 inh inactive.
`Cc1cc(/C=C2/NC(=O)NC2=O)c(C)n1-c1cccnc1` gave STK33 inh 0.3, OX1R antag 36 and KCNQ2 inh inactive.
Screening O=S(=O)(NCc1csc(-c2cccnc2)n1)c1ccc(F)cc1 returned STK33 inh -1.8, OX1R antag 18 and KCNQ2 inh inactive.
For COc1ccc(/C(C#N)=C/c2c(-c3ccc(Cl)cc3)nc3c(C)cccn23)cc1 the results were STK33 inh -3.4, OX1R antag 7 and KCNQ2 inh inactive.
For COc1ccc(C(=O)N/N=C(\C)CC(=O)Nc2ccc3c(c2)OCO3)cc1 the results were STK33 inh -1.7, OX1R antag 6 and KCNQ2 inh inactive.
Screening C=CCOc1ccc(/C=C2\SC(N)=NC2=O)cc1OC returned STK33 inh 2.8, OX1R antag 31 and KCNQ2 inh inactive.
O=C(O)c1cccc(N2C(=O)c3ccc(Oc4ccc(Cl)cc4)cc3C2=O)c1 was read as STK33 inh -1.1, OX1R antag 7 and KCNQ2 inh inactive.
Screening COc1cc(OC)c(NC(=O)CCNS(=O)(=O)c2ccc3c(c2)oc(=O)n3C)cc1Cl returned STK33 inh -0.2, OX1R antag 9 and KCNQ2 inh inactive.
Screening CC(=O)Nc1ccc(NC(=O)COC(=O)c2c(C)nn(-c3ccccc3)c2C)cc1 returned STK33 inh -0.4, OX1R antag 3 and KCNQ2 inh inactive.
For COc1ccc(O)c(/C=C2/SC(=S)N(Cc3ccccc3)C2=O)c1 the results were STK33 inh -0.5, OX1R antag 4 and KCNQ2 inh inactive.
For COc1cc(CN2CCN(CC3CC3)CC2CCO)cc(OC)c1 (stereo not drawn) the results were STK33 inh -0.7, OX1R antag 9 and KCNQ2 inh inactive.
COc1ccc(CC(=O)Nc2nc(-c3ccncc3)cs2)cc1 was read as STK33 inh 1.2, OX1R antag 23 and KCNQ2 inh inactive.
Screening Cc1nn(S(=O)(=O)N2CCOCC2)c(C)c1Br returned STK33 inh -0.5, OX1R antag 17 and KCNQ2 inh inactive.
O=C(C1CCCO1)N1CCc2ccccc21 (stereo not drawn) was read as STK33 inh -0.9, OX1R antag 6 and KCNQ2 inh inactive.
Screening COc1cccc(NC(=O)CSc2nnc(-c3cccnc3)o2)c1 returned OX1R antag 6 and KCNQ2 inh inactive.
`CC(C)(C)NS(=O)(=O)c1ccc(NC(=O)C2CCCO2)cc1` (stereo not drawn) gave STK33 inh -3.3, OX1R antag 9 and KCNQ2 inh inactive.
Screening CC1CC2(CC(C)(C(=O)CSc3n[nH]c(-c4ccccc4Cl)n3)OC2=O)C(=O)O1 (stereo not drawn) returned STK33 inh -1.1, OX1R antag 22 and KCNQ2 inh inactive.
For Cc1ccccc1N(CC(=O)N1CCN(c2ccccc2)CC1)S(C)(=O)=O the results were STK33 inh 1.6, OX1R antag 18 and KCNQ2 inh inactive.
O=C1CCN(CCCc2ccccc2)CCN1[C@H](CO)Cc1ccccc1 was read as STK33 inh -1.5, OX1R antag 15 and KCNQ2 inh inactive.
CCOC(=O)N1CCN(C(=O)CN(Cc2ccccc2)S(=O)(=O)c2ccc(OC)c(C)c2)CC1 was read as STK33 inh 0.7, OX1R antag 35 and KCNQ2 inh inactive.
`CCN1C(=O)N[C@@H](c2cccc(F)c2)C(C(C)=O)=C1C` gave STK33 inh -0.2, OX1R antag 10 and KCNQ2 inh inactive.
CCN(CC(=O)Nc1c(F)cccc1F)C(=O)CN(C)S(=O)(=O)c1ccc(F)cc1 was read as STK33 inh -0.6, OX1R antag -14 and KCNQ2 inh inactive.
COc1cccc(CNC(=O)c2ccc(S(=O)(=O)N3CCCC3)cc2)c1 was read as STK33 inh -1.3, OX1R antag 26 and KCNQ2 inh inactive.
Screening CCCc1cc(=O)oc2cc(OC(C)C(=O)NCC3CCC(C(=O)O)CC3)c(Cl)cc12 (stereo not drawn) returned STK33 inh 0.3, OX1R antag 6 and KCNQ2 inh inactive.
For Cc1nc2c3cc(F)ccc3n(Cc3ccccc3F)c2s1 the results were STK33 inh 0.1, OX1R antag 17 and KCNQ2 inh inactive.
`Cc1cc(NC(=O)CCCN2C(=O)/C(=C\c3cccs3)SC2=S)no1` gave OX1R antag 5 and KCNQ2 inh inactive.
Screening CCOC(=O)N1CCN(CC(O)COc2ccccc2[N+](=O)[O-])CC1 (stereo not drawn) returned STK33 inh -0.4, OX1R antag 9 and KCNQ2 inh inactive.
Cc1sc2nc(SCC(=O)Nc3ccc(S(=O)(=O)NCCCC(=O)O)cc3)[nH]c(=O)c2c1C was read as STK33 inh -0.6, OX1R antag 28 and KCNQ2 inh inactive.
For O=C(NCc1ccco1)C(Cc1ccccc1)NS(=O)(=O)c1cccc2nsnc12 (stereo not drawn) the results were STK33 inh -1.1, OX1R antag 51* and KCNQ2 inh inactive.
